# RGS4 pot = RGS4 potentiators or activators, primary screen, cell-based, HEK293 M3R inducible RGS4, calcium flux; AID 463111, 2010; 310,000 compounds, 0.92% hits; B-score at 10 µM; carbachol calcium flux Fluo4; active compounds read low;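 active means B-score of the integrated calcium signal more than 4 SD below the library mean, with starting fluorescence not abnormally high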;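 further: negative B-score means reduced calcium response which marks RGS4 activation or potentiation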
#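 Material: Inducible-RGS4 HEK293 cells carrying M3 receptor; also added: carbachol at ECmax as muscarinic agonist stimulus; incubation: compound preincubation 20 min at room temperature before agonist; signal: Fluo4-AM (2 µM) calcium-flux fluorescence, kinetic read; measure: integrated calcium ratio converted to B score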
# KCNQ1 act = potentiators or activators of KCNQ1 channel, primary screen, cell-based, thallium flux, high-throughput; CHO-K1 KCNQ1, thallium flux FluxOR fluorescence; active compounds read high; B-score at 10 µM; AID 2648, 2010; 310,000 compounds, 0.35% hits; Potassium voltage-gated channel subfamily KQT member 1 (Homo sapiens), P51787;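 active means fluorescence ratio B-score, a plate-corrected score, at least three library SD, with initial intensity B-score within 5 SD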
# Target sequence (P51787 whole entry, looked up): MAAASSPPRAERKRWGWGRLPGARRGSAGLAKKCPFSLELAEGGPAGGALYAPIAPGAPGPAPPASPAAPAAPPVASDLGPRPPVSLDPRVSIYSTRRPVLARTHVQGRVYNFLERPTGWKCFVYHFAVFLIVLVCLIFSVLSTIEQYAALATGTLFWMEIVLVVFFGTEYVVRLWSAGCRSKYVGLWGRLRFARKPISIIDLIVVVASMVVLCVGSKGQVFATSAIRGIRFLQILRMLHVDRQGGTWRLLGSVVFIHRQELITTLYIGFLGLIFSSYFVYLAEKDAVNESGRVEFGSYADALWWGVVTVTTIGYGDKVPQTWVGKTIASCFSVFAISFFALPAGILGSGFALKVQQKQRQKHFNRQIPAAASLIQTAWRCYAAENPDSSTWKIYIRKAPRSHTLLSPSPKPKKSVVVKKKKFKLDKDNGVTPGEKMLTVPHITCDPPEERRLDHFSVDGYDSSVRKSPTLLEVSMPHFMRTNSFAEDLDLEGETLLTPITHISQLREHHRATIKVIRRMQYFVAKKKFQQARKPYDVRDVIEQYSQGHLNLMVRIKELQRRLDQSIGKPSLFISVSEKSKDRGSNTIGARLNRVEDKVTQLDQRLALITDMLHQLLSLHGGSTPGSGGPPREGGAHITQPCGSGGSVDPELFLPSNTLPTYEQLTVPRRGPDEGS
#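 Assay system: CHO-K1 cells stably expressing KCNQ1; Medium: assay buffer with matched DMSO; Also added: K+/Tl+ depolarizing stimulus; Dosing: single dose; Timing: dye 90 min, compound 20 min, room temperature; Measured by: kinetic FluxOR thallium fluorescence, 10-s 1-Hz baseline, 110-s post-stimulus read; Read-out: peak-minus-minimum fluorescence over initial fluorescence, negative-control normalized, B-scored.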
# KCNK3 inh = human KCNK3 channel inhibitors, primary screen, CHO cells, FluxOR thallium flux, B-score; Potassium channel subfamily K member 3 (Homo sapiens), O14649; FluxOR fluorescence; active compounds read low; B-score at 10 µM; 340,000 compounds, 0.84% hits;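 active means B-score under library mean minus 4 SD, starting fluorescence ratio at most library mean plus 5 SD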;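 further: more negative B-score means stronger inhibition of thallium flux through KCNK3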
# Target sequence (O14649 whole entry, looked up): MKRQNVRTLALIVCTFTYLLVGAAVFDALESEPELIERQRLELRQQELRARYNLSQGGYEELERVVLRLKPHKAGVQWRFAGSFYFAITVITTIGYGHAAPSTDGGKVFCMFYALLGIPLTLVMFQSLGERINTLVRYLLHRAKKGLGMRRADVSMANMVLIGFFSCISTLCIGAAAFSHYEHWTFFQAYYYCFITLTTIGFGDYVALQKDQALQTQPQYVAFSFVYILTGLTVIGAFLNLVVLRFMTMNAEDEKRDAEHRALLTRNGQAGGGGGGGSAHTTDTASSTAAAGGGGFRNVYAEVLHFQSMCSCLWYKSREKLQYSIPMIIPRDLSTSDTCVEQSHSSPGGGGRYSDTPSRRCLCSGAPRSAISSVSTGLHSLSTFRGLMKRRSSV
# GSK3B inh = human GSK3beta kinase inhibitors, primary screen, biochemical, cell-free homogeneous, HTS. Glycogen synthase kinase-3 beta (Homo sapiens), P49841. GST-GSK3beta kinase, ADP-Glo luminescence, 60 min; active compounds read low. activity score (negative = inhibition), % at 10 µM. 300,000 compounds, 0.038% hits. AID 2097, 2009;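 active means more than half of replicate wells score below -50%, meaning over 50% inhibition versus plate controls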;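 further: 0% = median DMSO wells and -100% = median GW8510 positive control wells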
#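 Test system – GST-tagged human GSK3beta kinase, cell-free · Incubation – 60 min enzyme reaction, room temperature · Signal – ADP-Glo luminescence · Also added – peptide substrate and ATP at 25 µM · Controls – DMSO neutral wells and GW8510 at 20 µM as positive · Buffer or medium – Tris/MgCl2 kinase buffer · Measure – Luminescence-derived activity versus plate DMSO and GW8510 wells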
# PolyA inhibitor = polyadenylation inhibitors in yeast reporter cells, primary screen, luminescence, S. cerevisiae; S. cerevisiae SKY197-pL101 polyadenylation reporter, beta-gal luminescence; efflux-impaired pdr1/pdr3 knockout yeast; score 100 = 6 SD above DMSO; calls only at 12 µM; 300,000 compounds, 0.02% hits; AID 1875, 2009;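 active means lowest replicate activity score at least 50, where 100 means six control SD above control mean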;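 further: yeast exposed to compound for 9 h at 30 °C; higher score means more reporter readthrough which indicates perturbed polyadenylation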
# KCNK9 block = KCNK9 potassium channel inhibitors, primary screen, HEK293 cells, thallium flux; 310,000 compounds, 1.2% hits; FluxOR thallium flux fluorescence; active compounds read low; Potassium channel subfamily K member 9 (Homo sapiens), Q9NPC2; B-score at 10 µM;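 active means ratio B-score over 3 SD below the library mean, with starting fluorescence within 5 SD of its mean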;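 further: negative B-score means less thallium flux so channel inhibition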
# hERG rescue = hERG rescue from dofetilide block, primary screen, cell-based, CHO-hERG, FluxOR thallium flux, dofetilide IC70 | dofetilide IC70 present | 310,000 compounds, 0.51% hits | activation (rescue from dofetilide block), less the hit threshold, % at 10 µM | Voltage-gated inwardly rectifying potassium channel KCNH2 (Homo sapiens), Q12809;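 active means activation above the mean of controls blocked by dofetilide plus 5 SD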;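 further: thallium influx through hERG after potassium depolarization seen as dye fluorescence rise; in these data hits start at about 4.7%; inactives centre near -7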
# Dyrk1A ADPGlo = rat Dyrk1A kinase inhibitors, primary screen, biochemical, single point, plate reader | ADP-Glo luminescence, NFATc1 peptide | 310,000 compounds, 0.43% hits | inhibition, % at 12.5 µM; in the data active means inhibition above about 50%;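 further: plate controls were vehicle with enzyme for no effect and no enzyme for full effect; many of its hits are not listed in these tables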
# GSK3A inh = blockers of GSK3A enzyme activity – biochemical, luminescence, cell-free homogeneous, HTS, primary screen | GSK-3 alpha kinase, ADP-Glo luminescence, 60 min | inhibition, % at 10 µM | 320,000 compounds, 0.1% hits;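 in the data active means inhibition above about 50%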;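 further: GST-tagged GSK-3 alpha with peptide substrate and 25 µM ATP; 0% = DMSO neutral wells and 100% = GW8510 positive control wells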
# RGS4 block = RGS4 inhibitors, primary screen, cell-based, HEK293 M3R inducible RGS4, calcium flux; Regulator of G-protein signaling 4 (Homo sapiens), P49798; Fluo-4 calcium flux; active compounds read high; triggered by carbachol at its EC20; B-score at 10 µM; 310,000 compounds, 0.45% hits;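 active means B-score, a plate-corrected calcium signal, over three deviations above library mean, with baseline fluorescence within five deviations of library mean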;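 further: RGS4 expression induced by doxycycline in cells with stable M3 receptor; B-score is computed from the integrated fluorescence ratio over baseline after carbachol; higher B-score means a larger calcium signal and so more RGS4 inhibition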
# KCNQ1 block = inhibitors of human KCNQ1 channel, primary screen, cell-based, thallium flux, high-throughput. Potassium voltage-gated channel subfamily KQT member 1 (Homo sapiens), P51787. CHO-K1 KCNQ1, FluxOR thallium flux fluorescence; active compounds read high. B-score at 10 µM. 310,000 compounds, 1.3% hits. AID 2642, 2010;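 active means compounds whose thallium flux B-score, printed positive for inhibition, exceeds three library SD while starting fluorescence stays within three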;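 further: channel opened by potassium depolarization with thallium stimulus after 20 min compound exposure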
# Numbers without * were called inactive; i = inactive; nt = not tested or not shown. The list is partial (hit frequency here may not be typical).
SMILES,RGS4 pot,KCNQ1 act,KCNK3 inh,GSK3B inh,PolyA inhibitor,KCNK9 block,hERG rescue,Dyrk1A ADPGlo,GSK3A inh,RGS4 block,KCNQ1 block
CN1C(=O)NC(c2ccccc2Cl)C2=C1CC(C)(C)CC2=O (stereo not given),i,i,i,2,i,i,-4,0,0,i,i
COC(=O)c1[nH]c2ccccc2c1NC(=O)CN1CCN(Cc2ccc3c(c2)OCO3)CC1,i,i,i,1,i,i,-12,8,-2,i,i
COc1ccc(OC)c2[nH]c(C(=O)N3CCC(C(=O)O)CC3)cc12,i,i,i,1,i,i,-5,-4,-1,i,i
Cc1ccc(S(=O)(=O)N(C)Cc2ccc(-c3nnc4n3CCC4)cc2)cc1,i,i,i,2,i,i,-9,0,-1,i,i
Cc1ccc(C)c(C(=O)N2CCC(n3nccc3NC(=O)C3CC3)CC2)c1,i,i,i,-2,i,i,-10,-6,-2,i,i
CCCCN(C)C(=O)Cn1nc(Cc2ccncc2)c2ccccc2c1=O,i,i,i,2,i,i,-8,1,-2,i,i
Cc1ccc(C(c2nnnn2C2CCCCC2)N2CCN3CCCC3C2)cc1 (stereo not given),i,i,i,0,i,i,-15,0,0,i,i
O=[N+]([O-])c1ccc(N2CCOCC2)cc1O,i,i,i,-1,i,i,-11,5,24,i,i
Cc1ccn2cc(CCNS(=O)(=O)c3ccc4c(c3)OCCO4)nc2c1,i,i,i,1,i,i,-2,3,0,i,i
Cc1ccc(Oc2nnc(-c3ccc(C)cc3)c3ccccc23)cc1,i,i,i,-6,i,i,-6,-3,-2,i,i
Cc1ccsc1C=C1C(=O)c2ccccc2C1=O,i,i,i,0,i,i,-12,-2,1,i,i
Cc1ccccc1NC(=O)OCc1cn(-c2ccc(Cl)cc2)nn1,i,i,i,0,i,i,-5,2,-4,i,i
N#Cc1cccc(Nc2c3c(nc4ccccc24)CCCC3)c1,i,i,i,-1,i,i,-18,-63,0,i,i
O=C(Oc1ccc(Br)cc1C(=O)/C=C/c1ccccc1F)c1ccco1,i,i,i,-3,i,i,-14,-8,-3,i,i
CCCCn1c(N)c(N(CCOC)C(=O)c2cc(S(=O)(=O)N3CCCCC3)ccc2Cl)c(=O)[nH]c1=O,i,i,i,-1,i,i,-7,4,1,i,i
CCCCc1ccc(NC2=NCC(=O)N2CCc2ccccc2)cc1,i,i,i,0,i,i,-25,-5,-2,i,i
NC(=O)C1CCN(CC(O)COCc2ccccc2Cl)CC1 (stereo not given),i,i,i,0,i,i,-3,4,-1,i,i
CC(CC(=O)Nc1ncc([N+](=O)[O-])s1)c1ccccc1 (stereo not given),i,i,i,-20,nt,i,-6,nt,52*,i,11*
Cc1ccc(NC(=O)CSCC(=O)N(C)CC(=O)Nc2cccc(F)c2)cc1,i,i,i,-1,i,i,-8,-5,-7,i,i
O=C(CN1CCc2cc3c(cc2C1)OCCCO3)Nc1cccc(Br)c1,i,i,i,3,i,i,-11,-2,-2,i,i
CCOc1cc(CNc2ccc(S(N)(=O)=O)cc2)ccc1OCC(=O)NC(C)(C)C,i,i,i,-4,i,i,-16,0,1,i,i
COc1ccccc1CNC(=O)CSc1ccc(Br)cc1,i,i,i,1,i,i,2,3,-3,i,i
Cc1nc2scc(-c3ccccc3)c2c(=O)n1/N=C/c1ccco1,i,i,i,5,i,i,-3,-1,-2,i,i
O=C(NCc1cccnc1)C1c2ccccc2C(=O)N1C1CCCC1 (stereo not given),i,i,i,2,i,i,-4,0,5,i,i
Cc1ncsc1C(=O)NCc1ccc(N2CCCC2=O)cc1,i,i,i,-1,i,i,-7,0,-1,i,i
COc1ccc(OC)c(C(O)c2coc3ccc(O)c(CN(C)C)c23)c1 (stereo not given),i,i,i,5,i,i,-13,3,-2,i,i
CCOC(=O)C1=C(C)N=C2SCCC(=O)N2C1c1cccs1 (stereo not given),i,i,i,1,i,i,-1,-8,0,i,i
Cc1cccc(NC(=O)CSC2=NN3CCCC(=O)N=C3S2)c1C,i,i,i,4,i,i,-7,9,0,i,i
O=C(/C=C/c1ccco1)Nc1cc(Cl)ccc1C(=O)O,i,i,i,2,i,i,-7,-5,6,i,i
CCOc1ccc(NC(=O)CSc2nnc(Cc3cccn3C)n2-c2ccc(OC)cc2)cc1,i,i,i,13,i,i,-9,4,-3,i,i
CCN1C(=O)/C(=C/C=C2/SCCN2C)SC1=S,i,i,i,0,i,i,-7,15,0,i,i
CCOC(=O)C1CSC(CC(=O)Nc2ccc(Cl)c(Cl)c2)C(=O)N1 (stereo not given),i,i,i,0,i,i,0,-5,-1,i,i
CC(C)CNC(=S)N1CCN(Cc2ccc3c(c2)OCO3)CC1,i,i,i,0,i,i,-8,-1,0,i,i
COc1ccc(NC(C#N)c2ccc(OC)cc2)cc1 (stereo not given),i,i,i,-1,i,i,-5,2,0,i,i
O=C(O)c1ccc(CSc2nnc(-c3ccco3)n2-c2ccccc2)cc1,i,i,i,-1,i,i,-9,-2,0,i,i
O=C1CCCc2c1[nH]c1ccccc21,i,i,i,-1,i,i,-5,29,0,i,i
Clc1ccccc1-c1nnc2sc(-c3cccs3)nn12,i,i,i,1,i,i,-4,-2,-3,i,i
NC(=O)CN(c1ccc(Cl)cc1)S(=O)(=O)c1ccccc1,i,i,i,-2,i,i,-7,3,-1,i,i
CC(=O)CC1(OC(C)=O)C(=O)N(C)c2ccccc21 (stereo not given),i,i,i,3,i,i,-19,-4,-1,i,i
CCSc1ncccc1C(=O)N[C@@H](CCSC)C(=O)OC,i,i,i,0,i,i,-9,nt,0,i,i
O=C(CSc1nnc(SCc2ccccc2)s1)N/N=C/c1c(Cl)cccc1Cl,i,i,i,-2,i,i,-10,-7,-1,i,i
CCOC(=O)C1CCCN(C(=O)c2cn(-c3ccccc3)nc2-c2cccnc2)C1 (stereo not given),i,i,i,-3,i,i,-10,-7,-2,i,i
Cc1ccc(NC(=O)CC2S/C(=N/N=C/C=C/c3ccccc3)NC2=O)cc1Cl (stereo not given),i,i,i,0,i,i,-5,0,-3,i,i
Cc1nn(-c2ccccc2)c(Cl)c1C(=O)NCC(=O)O,i,i,i,-2,i,i,-4,-38,11,i,i
Cn1c(SCC(=O)Nc2cccc3ccccc23)nc(O)cc1=O,i,i,i,-1,i,i,-14,-2,-1,i,i
Cc1ccc(-c2csc(N=C(N)N)n2)cc1,i,i,i,0,i,i,-6,27,0,i,i
O=C1CC(c2ccc(S(=O)(=O)NCCOc3ccccc3)cc2)CN1 (stereo not given),i,i,i,2,i,i,-3,-3,0,i,i
CC(C)(C)c1[nH]nc2c1C(c1ccncc1)C(C#N)=C(N)O2 (stereo not given),i,i,i,7,i,i,-6,11,4,i,i
Nc1c(NCc2ccccc2F)c(=O)[nH]c(=O)n1Cc1ccccc1,i,i,i,-2,i,i,-6,-10,-3,i,i
CC(C)CC(C(=O)NC(C)(C)C)N(Cc1ccccc1Cl)C(=O)c1snc(C(N)=O)c1N (stereo not given),i,i,i,0,i,i,-3,-2,3,i,i
N#Cc1c(N)n(-c2ccc(C(=O)O)cc2)c2nc3ccccc3nc12,i,i,i,-5,i,i,-9,20,31,i,i
Cc1nc(CSc2ccc(Cl)cc2)cs1,i,i,i,5,i,i,-3,2,-4,i,i
O=C1CN(C(=O)CSc2ccc(-c3ccc(F)cc3)nn2)c2ccccc2N1,i,i,i,-1,i,i,-9,-2,2,i,i
COC(=O)Cn1cnc2c(nnn2-c2cccc(OC)c2)c1=O,i,i,i,-1,i,i,2,9,2,i,i
O=C(CNC(=O)C1CCCCC1)Nc1ccccc1,i,i,i,3,i,i,-8,3,1,i,i
OC(COC(c1ccccc1)c1ccccc1)CN1CCCCC1 (stereo not given),i,i,i,-1,i,i,6.4*,-5,-2,i,i
COc1ccc(CC(=O)NCC2CCCN(Cc3ccc(F)c(OC)c3)C2)cc1 (stereo not given),i,i,i,1,i,i,-6,5,2,i,i
Clc1cccc(Cl)c1C[n+]1ccc2ccccc2c1,i,i,i,1,i,i,-6,-5,-4,i,i
Cn1c(/N=C/c2c(O)ccc3ccccc23)nc2ccccc21,i,i,i,1,nt,i,3,1,2,i,i
CCOC(=O)Cn1c(=O)sc2ccccc21,i,i,i,-4,i,i,-10,2,2,i,i
# Remaining list, next part:
SMILES,RGS4 pot,KCNQ1 act,KCNK3 inh,GSK3B inh,PolyA inhibitor,KCNK9 block,hERG rescue,Dyrk1A ADPGlo,GSK3A inh,RGS4 block,KCNQ1 block
CCN1C(=O)/C(=C/N(C)C)c2ccccc21,i,i,i,-4,i,i,-7,-1,-1,i,i
Cc1ccc(N2C(=O)C3N=NN(CC(=O)N4N=C(c5cccc6ccccc56)CC4c4ccccc4)C3C2=O)cc1 (stereo not given),i,i,i,-1,i,i,-4,-2,-3,i,i
Cc1cccc(OCC(=O)NC2CC(C)(C)NC(C)(C)C2)c1,i,i,i,3,i,i,-7,-2,-1,i,i
O=C(COC(=O)c1c(F)cccc1F)Nc1ccc2[nH]c(=O)[nH]c2c1,i,i,i,2,i,i,-4,0,1,i,i

# Screening data from PubChem BioAssay.
